SW480 rerep – induces DNA re-replication in SW480 colon adenocarcinoma cells; SW480 DNA re-replication, Hoechst DNA content imaging, 48 h; Potency, µM (titrated, usually from 46.1 µM), for inactives: at the highest dose re-replication activation, actives largely listed as activators; 1.8% of 340,000 active; also: potency is read from the fitted curve at half-maximal effect; % of control where 0% means no effect; nearly all actives have a fitted effect of over 55% in size
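Hoechst fluorescence of nuclei (405 nm excitation, 500-530 nm emission) measured by plate-scanning imager after 48 hr compound exposure at 37 C; re-replication scored as increased number of nuclei with elevated intensity.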
HT1080 IDH1KD tx – kills HT-1080 cells with IDH1 knockdown | HT-1080 IDH1 knockdown viability, ATP luminescence, 48 h | Potency, µM (titrated, usually from 46.1 µM), without a hit: top-dose activity, negative = toxicity, usual class: cytotoxic | 2% of 360,000 active;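 also: potency is read from the fitted curve at half-maximal effect; 0% = DMSO wells and -100% = cell-free medium wells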
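% activity derives from luminescence (CellTiter-Glo), normalised to DMSO and no-cell wells. HT-1080-IDH1KD cells, 750/well, had 48 h compound exposure at 37 °C.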
IL-1B inflam inh – inhibitors of inflammasome signaling (IL-1 beta secretion). THP-1 LPS/ATP IL-1B secretion, AlphaLISA, 16 h; active compounds read low. activity change, % at 57.5 µM. 4.7% of 360,000 active; in the data active = activity change below about -50%; inconclusive = mostly about -30% to -49%; also: % is scaled to controls: 0 for no effect and ±100 for the full control effect
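THP-1 cells pretreated 1 hr with compounds (up to 57.5 uM final), then stimulated with LPS (250 ng/mL final) plus ATP (1.25 mM final); secreted IL-1B measured by AlphaLISA after 16 hr, decreased signal indicating inhibition.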
ATXN2 expr inh – inhibitors of ATXN2 expression; HEK-293 ATXN2-luciferase reporter, luminescence, 24 h; Potency, µM (doses to about 57 µM), without a hit: at the top dose activity change, negative = inhibition, most hits filed as inhibitors; 0.72% of 360,000 active; AID 1745845; also: potency is read from the fitted curve at half-maximal effect; % is scaled to controls: 0 for no effect and ±100 for the full control effect; nearly all actives have a fitted effect of over 55% in size
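ATXN2-luciferase reporter cells (luciferase flanked by upstream and downstream ATXN2 gene portions) were treated 24 h at 37 °C with compounds at up to 57 uM. SteadyGlo luminescence gave expression; GF-AFC fluorescence gave viability.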
MCF10A rereplic – inducers of DNA re-replication in MCF 10A breast cells | 2.9% of 350,000 active | AID 624296 | Potency, µM (titrated, usually from 46.1 µM), without a hit: top-dose activity, positive = re-replication, actives largely listed as activators | MCF 10A DNA re-replication, Hoechst nuclear intensity, 48 h; also: potency is read from the fitted curve at half-maximal effect; % of control where 0% means no effect; nearly all actives have a fitted effect of over 50% in size
ATXN viability – viability counter-screen for ATXN expression inhibitors. S2 cells (HEK-293 line with an ATXN2-luciferase reporter) viability, CellTiter-Fluor protease fluorescence, 24 h. Potency, µM (doses to about 56.7 µM), most hits filed as cytotoxic. 0.49% of 400,000 active. AID 651635; also: potency is read from the fitted curve at half-maximal effect; nearly all actives have a fitted effect of over 40% in size
HT1080-NT tox – kills 2HG-producing HT-1080-NT fibrosarcoma cells | HT-1080-NT fibrosarcoma viability, CellTiter-Glo ATP luminescence, 48 h | 1.6% of 360,000 active | Potency, µM (titrated, usually from 46.1 µM), without a hit: top-dose activity, negative = less viability, hits mostly cytotoxic;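 also: NT is the 2HG producing partner of a matched IDH1 knockdown line; potency is read from the fitted curve at half-maximal effect; 0% = DMSO-treated cells and -100% = media-only wells without cells; nearly all actives have a fitted effect of over 55% in size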
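Viability by CellTiter-Glo luminescence after 48 h compound exposure at 37C of HT-1080-NT cells (750/well, RPMI, 5% FBS). % activity scaled between DMSO wells and medium-only wells, then curve-fitted and categorized by curve class.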
HepG2 viability – kills HepG2 cells in TGF-b inhibitor counter-screen. 0.76% of 410,000 active. Potency, µM (series often up to 46.1 µM), inactives show at the highest dose activity change, negative = cytotoxicity, usual class: cytotoxic. HepG2 CAGA-GFP viability, ATP luminescence, 18 h; also: potency is read from the fitted curve at half-maximal effect; some results filed as inactive show a strong effect at the top dose
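CellTiter-Glo luminescence gave cytotoxicity after 18 hours at 37 degrees C. The cells were HepG2 CAGA-GFP in 1% FBS DMEM, stimulated with 500 pg/mL TGF-beta after compound addition. %Activity was normalised to no-cell wells (complete cell-killing) and DMSO (no toxicity), and curves were fitted and classified.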
KB-3-1 tox – KB-3-1 parental cell cytotoxicity; KB-3-1 viability, CellTiter-Glo ATP luminescence, 72 h; Potency, µM (series often up to 46.1 µM), inactives show at the highest dose activity change, negative = cytotoxic, most hits filed as cytotoxic; 1.4% of 400,000 active; AID 1347075; also: potency is read from the fitted curve at half-maximal effect; % is scaled to controls: 0 for no effect and ±100 for the full control effect; nearly all actives have a fitted effect of over 60% in size
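KB-3-1 cells, DMEM (no phenol red) + 10% FBS; compound by pin transfer, 72 h, 37 °C. Readout: CellTiter-Glo luminescence after 10 min. Data normalized, curve-fitted.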
Numbers without * were called inactive; i = inactive; ? = inconclusive; · = not tested or not shown; [ ] = remark or other dose. Unless noted, calls follow the shape of the dose curve; as a rule, active = well fitted curve in the direction sought with a large enough effect; inconclusive = small, poorly fitted or top-dose-only effect, or another doubt; inactive = no such curve, though single readings can be large; an effect the other way counts as inactive or inconclusive. Not a hit list (roughly 8.9% active in at least one column).

item	Molecule	SW480 rerep	HT1080 IDH1KD tx	IL-1B inflam inh	ATXN2 expr inh	MCF10A rereplic
1	CC(C)CC(=O)Nc1nc2ccc(S(=O)(=O)N3CCOCC3)cc2s1	18µM*	18µM*	13	-9%	?
2	C#CCOCCOCCOCCNc1nc(N2CCN(C(=O)[C@H](CCCCN)n3cc([C@@H](N)CC(C)C)nn3)CC2)nc(N2CCN(C(=O)[C@H](Cc3cc4ccccc4[nH]3)n3cc([C@@H](N)Cc4ccc(O)cc4)nn3)CC2)n1	-12%	-12%	3	4%	-3%
3	O=C(CCC(=O)NC1CCCCCC1)Nc1nnc(C(F)(F)F)s1	-4%	-11%	20	-8%	11%
4	COc1ccc(C)cc1NC(=O)c1ccccc1NS(=O)(=O)c1ccc(Cl)s1	-20%	16µM*	?	·	21µM*
5	O=C(N/N=C/c1ccccn1)c1cccc(NC(=O)c2ccccc2Cl)c1	-6%	-16%	-10	4%	0%
6	CCNC(=O)/N=C1/NC(=O)C(C(C)C)O1 (stereo unspecified)	-3%	3%	16	0%	-1%
7	COc1ccccc1N1CCN(C(c2ccccc2)c2nnnn2CCc2ccccc2)CC1 (stereo unspecified)	-3%	-20%	0	-7%	13%
8	CN1OC[C@@H]2CN[C@H](c3cccc(-c4cc(Cl)cc(Cl)c4)c3)C[C@@H]21	?	-9%	?	-20%	-25%
9	O=C(Nc1ccc(C(=O)NCc2ccccc2)cc1)C1=CSCCO1	-1%	-4%	-8	·	-5%
10	Cc1ccc(C(=O)N2CCC(C(=O)c3ccc(F)cc3)CC2)cc1	-10%	-1%	-1	·	1%
11	COc1cc(/C=C/C(=O)c2ccc(O)cc2)ccc1OCC#N	·	16%	?	?	?
12	Cc1cccc(C(C)C)c1-n1nnnc1-c1ccccc1	2%	-9%[9.24 µM]	-28	-6%	18%

item	ATXN viability	HT1080-NT tox	HepG2 viability	KB-3-1 tox
1	i	9.2µM*	0%	?
2	i	?	8%	22%
3	i	5%	-12%	26%
4	i	?	-53%	5.2µM*
5	i	-12%	4%	5%
6	i	18%	-3%	12%
7	i	-1%	-49%	0%
8	i	-1%	-32%	1%
9	i	7%	-6%	2%
10	i	-2%	0%	-23%
11	?	24%	-94%	6.5µM*
12	i	-25%	-22%	3%

Going on with the list:
item	Molecule	SW480 rerep	HT1080 IDH1KD tx	IL-1B inflam inh	ATXN2 expr inh	MCF10A rereplic
13	CN(C)c1nc(OCCNC(=O)Nc2ccccc2)nc(N(C)C)n1	-10%	11%	-16	7%	-1%
14	NC(=O)c1ncn([C@@H]2O[C@H](CNCc3cnc(N4CCOCC4)nc3)[C@@H](O)[C@H]2O)n1	-7%	5%	28	3%	-3%
15	CC1=C(C(=O)N(C)C)CC(CC(=O)NCC2CCCCC2)C(=O)N1Cc1ccccc1 (stereo unspecified)	·	2%	1	5%	·
16	COc1ccccc1CNC(=O)C1CCC(CNS(=O)(=O)c2cccs2)CC1 (stereo unspecified)	-48%[inhibitor]	-17%	5	1%	-2%
17	CCOc1ccc(CCN2C(=S)N([C@@H](Cc3ccccc3)CN3CCC[C@@H]3CN3C(=S)NC[C@@H]3Cc3ccc(O)cc3)C[C@@H]2CC(C)C)cc1	·	-19%	-20	-13%	·
18	COc1cccc2cc(-c3csc(-c4ccc(Cl)cc4)n3)c(=O)oc12	·	·	·	7%	·
19	CC(C(=O)NCc1ccco1)c1ccc([N+](=O)[O-])cc1 (stereo unspecified)	4%	-3%	-4	·	-1%
20	CC(C)NC(=O)NC(=O)COC(=O)Cc1ccsc1	-3%	-2%	-4	3%	0%
21	Cc1ccc(C)c(Oc2nnnn2-c2ccccc2)c1	0%	5%	5	-24%	5%
22	N#C/C(=C1/C(=O)Nc2ccc(Br)cc21)c1ccccn1	-3%	7%	-62*	-3%	1%
23	CCC(=O)c1cc2c(cc1NC(=O)C(C)C)OCCO2	0%	0%	13	-2%	5%
24	COc1ccccc1CNS(=O)(=O)c1ccc(-n2cccn2)cc1	10%	-1%	20	-12%	0%

item	ATXN viability	HT1080-NT tox	HepG2 viability	KB-3-1 tox
13	i	16%	-26%	-3%
14	i	7%	-3%	11%
15	i	-3%	1%	-4%
16	i	1%	0%	3%
17	i	-16%	-9%	0%
18	i	·	13%	-4%
19	i	-5%	-15%	-25%
20	i	2%	-2%	-3%
21	i	8%	-10%	4%
22	i	11%	-45%	2%
23	i	4%	10%	23%
24	i	-1%	-18%	-15%

Some of the entries so far, tab-delimited.
no.	canonical_smiles	SW480 rerep	HT1080 IDH1KD tx	IL-1B inflam inh	ATXN2 expr inh	MCF10A rereplic	ATXN viability	HT1080-NT tox	HepG2 viability	KB-3-1 tox
22	N#C/C(=C1/C(=O)Nc2ccc(Br)cc21)c1ccccn1	-3%	7%	-62*	-3%	1%	i	11%	-45%	2%
23	CCC(=O)c1cc2c(cc1NC(=O)C(C)C)OCCO2	0%	0%	13	-2%	5%	i	4%	10%	23%

Next part:
item	Molecule	SW480 rerep	HT1080 IDH1KD tx	IL-1B inflam inh	ATXN2 expr inh	MCF10A rereplic
25	CCC(C)NC(=O)CSC1=Nc2ccccc2C2=NC(CC(=O)NCc3ccc(F)cc3)C(=O)N12 (stereo unspecified)	4%	1%	1	-4%	22%
26	Cc1cc(SCc2c(F)cccc2Cl)nc(=O)[nH]1	-3%	3%	-11	·	0%
27	COc1cc(C2CC(=O)Oc3c2c(=O)[nH]c2ccccc32)cc(OC)c1OC (stereo unspecified)	·	·	·	5%	·
28	Cc1ccc(S(=O)(=O)NCc2ccccn2)c(C)c1	?	10%	0	-2%	?
29	NC(=O)c1ccccc1NC(=O)CSc1nc2c(c(=O)[nH]1)CCCC2	-31%[inhibitor]	16µM*	20	11%	2%
30	CCCOc1ccc(C(=O)NC(=S)N2CCN(c3ncc4c(=O)c(C(=O)O)cn(CC)c4n3)CC2)cc1	·	0%	20	·	·
31	CCOC(=O)c1ccc(N=C2SC(C(=O)NCCc3ccccc3)CC(=O)N2C)cc1 (stereo unspecified)	-4%	-2%	1	-9%	4%
32	CSC1=NS(=O)(=O)c2c(C)nn(C)c2S1	?	1%	45	4%	?
33	Cc1ccc(COC(=O)c2cc(S(=O)(=O)N3CCOCC3)ccc2C)cc1	-8%	-6%	-21	?	23%
34	O=C(c1ccc2c(c1)N(Cc1ccccc1F)C(=O)c1ccccc1S2=O)N1CCOCC1 (stereo unspecified)	·	·	·	1%	·
35	O=C(CC1SCCNC1=O)Nc1ccccc1Cl (stereo unspecified)	0%	5%	0	·	7%
36	O=C(CSC1c2ccccc2C(=O)N1c1ccccc1)N1CCOCC1 (stereo unspecified)	2%	13%	-6	-1%	2%

item	ATXN viability	HT1080-NT tox	HepG2 viability	KB-3-1 tox
25	i	11%	-3%	8%
26	i	-7%	-22%	3%
27	i	·	8%	7%
28	i	6%	30%	3%
29	i	12µM*	-28%	-3%
30	?	-1%	1%	0%
31	i	4%	3%	-1%
32	i	-20%	-4%	-9%
33	i	-11%	0%	-4%
34	i	·	2%	10%
35	i	-1%	0%	1%
36	i	1%	-7%	-13%

Shown as a hit in IL-1B inflam inh, of those listed so far:
No. | canonical_smiles | SW480 rerep | IL-1B inflam inh
22 | N#C/C(=C1/C(=O)Nc2ccc(Br)cc21)c1ccccn1 | -3% | -62*

Quoted from above: entries 28 to 29
item	Molecule	SW480 rerep	HT1080 IDH1KD tx	IL-1B inflam inh	ATXN2 expr inh	MCF10A rereplic
28	Cc1ccc(S(=O)(=O)NCc2ccccn2)c(C)c1	?	10%	0	-2%	?
29	NC(=O)c1ccccc1NC(=O)CSc1nc2c(c(=O)[nH]1)CCCC2	-31%[inhibitor]	16µM*	20	11%	2%

item	ATXN viability	HT1080-NT tox	HepG2 viability	KB-3-1 tox
28	i	6%	30%	3%
29	i	12µM*	-28%	-3%

Next part:
item	Molecule	SW480 rerep	HT1080 IDH1KD tx	IL-1B inflam inh	ATXN2 expr inh	MCF10A rereplic
37	O=C(CCS(=O)(=O)c1cccs1)Nc1ccc(C(=O)NCc2ccc(F)cc2)cc1	1%	14%	-11	1%	-8%
38	CC(C)c1cc(Cn2c3ccccc3c(=O)n2C(C)Cn2cc(-c3ccc(C(C)(C)C)cc3)nn2)on1 (stereo unspecified)	·	?	-29	·	·
39	Nc1nnn(Cc2ccccc2)n1	-2%	7%	12	-7%	17%
40	COc1ccc(CCNC(=O)C2CCN(C(=O)c3ccc(Cl)cc3)CC2)cc1OC	27%	13%	19	0%	-3%
41	CCOc1ccc(NC(=O)CN(C)C(=O)C2CC(=O)N(c3ccc4c(c3)OCCO4)C2)cc1OCC (stereo unspecified)	-1%	0%	-2	5%	1%
42	CCCCCNC(=O)c1cc(S(=O)(=O)N2CCCCC2)ccc1F	2%	-3%	9	-1%	0%
43	CN(C)CCNc1ncnc2c1ncn2[C@H]1CN(Cc2ccc(F)cc2)C[C@@H](CO)O1	·	17%	-29	-1%	·

item	ATXN viability	HT1080-NT tox	HepG2 viability	KB-3-1 tox
37	i	4%	3%	8%
38	·	?	·	-16%
39	i	-1%	-7%	10%
40	i	10%	-13%	1%
41	i	3%	8%	25%
42	?	0%	-5%	4%
43	i	0%	3%	8.2µM*

Single values from the entries so far:
compound 38 @ KB-3-1 tox: -16%
compound 39 @ KB-3-1 tox: 10%
compound 42 @ MCF10A rereplic: 0%

Screens deposited in PubChem BioAssay by National Center for Advancing Translational Sciences (NCATS).
